DRD3 agonist – agonists of human D3 dopamine receptor | P35462 | max activation, % | D3R DiscoveRx beta-arrestin cells, luminescence, 90 min | 0.58% of 410,000 active; in the data active = max activation above about 30%; note: 0% is about no effect; mostly tested at two doses, the higher about 12 µM
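Agonist-mode cell screen: cells plated at 1500/well and incubated overnight at 37 °C, then exposed to library compounds for 90 min at 37 °C. Detection reagent was added for 30–60 min at room temperature, and luminescence was read.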
EPAC2 antag – antagonists of human EPAC2; Potency, µM (titrated, usually from 114 µM), without a hit: at the top dose activity, negative = inhibition, usual class: inhibitors; Q8WZA2; EPAC2 GEF exchange of Rap1B-BODIPY-GDP, fluorescence; 0.18% of 360,000 active; AID 720708; note: potency is the fitted concentration of half-maximal effect; % is set by controls: 0 for no effect and ±100 for the full control effect; nearly all actives have a fitted effect of over 45% in size; many of its hits are not listed in these tables
Target sequence (Q8WZA2 whole entry, looked up): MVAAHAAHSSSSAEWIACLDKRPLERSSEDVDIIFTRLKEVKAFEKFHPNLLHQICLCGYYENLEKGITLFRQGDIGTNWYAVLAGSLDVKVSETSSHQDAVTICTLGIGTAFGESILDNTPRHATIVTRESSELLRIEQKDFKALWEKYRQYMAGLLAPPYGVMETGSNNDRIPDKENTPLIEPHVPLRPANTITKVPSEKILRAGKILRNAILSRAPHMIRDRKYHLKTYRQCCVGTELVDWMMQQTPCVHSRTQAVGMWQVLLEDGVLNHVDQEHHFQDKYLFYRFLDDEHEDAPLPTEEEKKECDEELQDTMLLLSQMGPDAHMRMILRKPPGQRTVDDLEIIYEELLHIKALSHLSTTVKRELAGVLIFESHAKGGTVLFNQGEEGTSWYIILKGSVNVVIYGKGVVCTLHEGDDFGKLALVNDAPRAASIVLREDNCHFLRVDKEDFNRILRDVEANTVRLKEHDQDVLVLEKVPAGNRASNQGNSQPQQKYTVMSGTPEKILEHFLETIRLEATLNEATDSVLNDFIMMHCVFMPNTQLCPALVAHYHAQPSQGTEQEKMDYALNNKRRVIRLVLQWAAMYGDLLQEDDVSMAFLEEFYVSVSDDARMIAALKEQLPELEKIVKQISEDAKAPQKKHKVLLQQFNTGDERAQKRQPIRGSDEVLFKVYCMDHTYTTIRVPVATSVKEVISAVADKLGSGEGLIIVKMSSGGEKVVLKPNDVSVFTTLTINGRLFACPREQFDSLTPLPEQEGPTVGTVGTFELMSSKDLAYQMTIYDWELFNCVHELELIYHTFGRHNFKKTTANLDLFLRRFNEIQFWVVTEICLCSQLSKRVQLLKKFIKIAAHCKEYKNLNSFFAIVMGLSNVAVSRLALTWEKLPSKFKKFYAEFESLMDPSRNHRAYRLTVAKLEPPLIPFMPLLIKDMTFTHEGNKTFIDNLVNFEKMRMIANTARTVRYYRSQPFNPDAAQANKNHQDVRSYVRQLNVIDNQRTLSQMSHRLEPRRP
MmCpn inh – blocks the Methanococcus maripaludis chaperonin Mm-Cpn; Potency, µM (highest dose often 76.9 µM), for the others: top-dose activity, negative = inhibition, usual class: inhibitors; AID 504842; purified Mm-Cpn ATPase, ADP Transcreener TR-FRET; 0.031% of 330,000 active; note: potency is the fitted concentration of half-maximal effect; % is set by controls: 0 for no effect and ±100 for the full control effect; nearly all actives have a fitted effect of over 80% in size
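Purified archaeal chaperonin (25 nM final) was preincubated with compound for 10 min at 37°C, then ATP (10 uM final) was added for 30 min at 37°C in Tris pH 7.4/KCl/MgCl2/DTT buffer. ADP was quantified by HTRF Transcreener TR-FRET.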
CCT chaperon mod – changes cytosolic chaperonin activity; 0.3% of 360,000 active; activity change, % (concentration not given with the values), hits read low; purified chaperonin ATPase assay, HTRF ADP detection, 30 min; in the data active = activity change below about -30%; note: % is set by controls: 0 for no effect and ±100 for the full control effect
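Nucleotide hydrolysis assay: TRiC at 20–40 nM final (set by batch activity) with 10 uM ATP, 30 min at 37 °C, in presence of 76 uM compound. Detection by competitive ADP HTRF, 30 min ambient.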
pAkt inh – inhibitors of Akt phosphorylation; Neuro2A IGF-stimulated pAkt S473 HTRF, 20 min; stronger effect = lower value; 0.32% of 360,000 active; activity change, % for hits at 50 µM; in the data active = activity change below about -80%; inconclusive = mostly about -51% to -80%; note: % is set by controls: 0 for no effect and ±100 for the full control effect
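Neuro2A cells in DMEM with 0.5% FBS, overnight at 37 deg C, given compound at single 50 µM final, then IGF (6 nM final) for 20 min at 37 deg C. Lysed; phospho-Akt Ser473 by HTRF after 24 h, 665/615 ratio.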
DRD3 antagonist – blocks the human D3 dopamine receptor; D3R cells, DiscoveRx beta-arrestin luminescence, antagonist mode; stronger effect = lower value; max response, negative = inhibition, %; 2.5% of 360,000 active; AID 652054; in the data active = max response below about -50%; inconclusive = no clear call, values can overlap the other calls; note: % is set by controls: 0 for no effect and ±100 for the full control effect; mostly tested at two doses, the higher about 12 µM
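Cells plated overnight at 1500 cells/well, then exposed to library compounds with dopamine controls for 90 minutes at 37 degrees C. DiscoveRx reagent added for 30–60 minutes at room temperature; luminescence read, quantitative HTS format.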
EPAC2 agonist – agonists of human EPAC2 (RAPGEF4); Q8WZA2; EPAC2 activation, biochemical qHTS; response scale: 100% = 6.5 mM cAMP response; Potency, µM (series often up to 154 µM), for the others: at the top dose activation, actives largely listed as activators; 0.079% of 360,000 active; AID 720711; note: potency is the fitted concentration of half-maximal effect; nearly all actives have a fitted effect of over 50% in size
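Exchange assay: 100 nM EPAC2 with 250 nM Rap1B-BODIPY-GDP and 50 uM GDP. Fluorescence (ex 480/em 540 nm) read every 5 min for 30 min at room temperature. Data normalized to 6.5 mM cAMP as agonist control.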
PTHR1 agonist – PTHR1 (human) receptor agonism; Q03431; HEK293 GP2 PTHR1 cells, GloSensor cAMP luminescence, 1 h; Potency, µM (doses to about 115 µM), for inactives: top-dose activation, hits mostly activators; 0.075% of 410,000 active; AID 743266; note: potency is the fitted concentration of half-maximal effect; nearly all actives have a fitted effect of over 55% in size; some results filed as inactive show a strong effect at the top dose; inactives centre near -15; many of its hits are not listed in these tables
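HEK-293-derived GP2 cells expressing PTHR1 and a GloSensor cAMP reporter, 3,000/well, plated overnight, given luciferin plus IBMX (each 0.5 mM as added) for 1 h at 37 °C, then compound for 1 h at 37 °C. Luminescence was read after 15 min at room temperature.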
* marks the source's active call; other numbers are inactive results; [ ] = dose if it differs, or a comment. Unless noted, calls come from the whole dose curve; as a rule, active = well fitted curve in the direction sought with a large enough effect; inconclusive = small, poorly fitted or top-dose-only effect, or another doubt; inactive = no such curve, though single readings can be large; an effect the other way counts as inactive or inconclusive. Not all compounds are listed (hit frequency here may not be typical).

`FC(F)(F)c1nnc(-c2ccccc2)nc1Sc1ccc(Cl)cc1` gave DRD3 agonist -9, EPAC2 antag -1%, MmCpn inh -2%, CCT chaperon mod 2.3, pAkt inh inactive, DRD3 antagonist -93*, EPAC2 agonist -2% and PTHR1 agonist -6%[57.5 µM].
Screening Cc1cccc(N(C(=O)c2snc(C(N)=O)c2N)C(C(=O)NCC2CCCO2)c2ccc3ncccc3c2)c1 (centres undefined) returned DRD3 agonist -2, EPAC2 antag -8%, MmCpn inh -1%, CCT chaperon mod -0.9, pAkt inh inactive, DRD3 antagonist 6, EPAC2 agonist -11% and PTHR1 agonist -6%.
For CCN1C(=O)[C@H]2[C@@H](c3ccc(Cl)cc3)N3C(=O)CN(CC4CC4)C(=O)[C@@]3(Cc3ccccc3)[C@H]2C1=O the results were DRD3 agonist -3, EPAC2 antag 0%, MmCpn inh 1%, CCT chaperon mod -1.7, pAkt inh inactive, DRD3 antagonist -6, EPAC2 agonist 7% and PTHR1 agonist -1%.
`COc1ccc(Cl)cc1N1C(=O)[C@@H]2C(c3cccc(OC)c3OC)=NO[C@@H]2C1=O` gave DRD3 agonist -2, EPAC2 antag -2%, MmCpn inh 0%, CCT chaperon mod -0.8, pAkt inh inactive, DRD3 antagonist -16, EPAC2 agonist -10% and PTHR1 agonist -8%[57.5 µM].
For O=C(Nc1ccccc1)c1cc2ccc3ccccc3c2s1 the results were DRD3 agonist 4, EPAC2 antag 0%, MmCpn inh -25%, CCT chaperon mod -0.7, pAkt inh inactive, DRD3 antagonist -2, EPAC2 agonist 9% and PTHR1 agonist -15%.
Screening Cc1ccc(S(=O)(=O)NCCSc2ccccc2)cc1[N+](=O)[O-] returned DRD3 agonist 3, EPAC2 antag -8%, MmCpn inh 0%, CCT chaperon mod -0.6, pAkt inh inactive, DRD3 antagonist 13, EPAC2 agonist -2% and PTHR1 agonist -32%.
For COc1cc(Cl)c(C)cc1NC(=O)CSCC#N the results were DRD3 agonist 11, EPAC2 antag 24%, MmCpn inh -2%, CCT chaperon mod 2.9, pAkt inh inactive, DRD3 antagonist -3, EPAC2 agonist 12% and PTHR1 agonist inactive.
Screening COCCCNC(=S)N1CCC(NC(=O)c2ccco2)CC1 returned DRD3 agonist 3, EPAC2 antag 9%, MmCpn inh 1%, CCT chaperon mod 2.2, pAkt inh inactive, DRD3 antagonist 11, EPAC2 agonist -3% and PTHR1 agonist -31%[inhibitor].
Screening CC(C)N(Cc1nc(-c2ccc(Cl)cc2)no1)C(=O)/C=C/c1ccccc1 returned DRD3 agonist -33, EPAC2 antag -11%, MmCpn inh -1%, CCT chaperon mod 2.6, pAkt inh inactive, DRD3 antagonist -9, EPAC2 agonist 8% and PTHR1 agonist inactive.
`Cc1cc(/C=N/NC(=O)c2cccc(F)c2)c(C)n1-c1ccccc1` gave DRD3 agonist -6, EPAC2 antag 1%[57.1 µM], MmCpn inh -5%, CCT chaperon mod 0.1, pAkt inh inactive, DRD3 antagonist -12, EPAC2 agonist 18% and PTHR1 agonist -5%.

An excerpt from above in order of count of non-hydrogen atoms, descending.
Screening CC(C)N(Cc1nc(-c2ccc(Cl)cc2)no1)C(=O)/C=C/c1ccccc1 returned DRD3 agonist -33, EPAC2 antag -11%, MmCpn inh -1%, CCT chaperon mod 2.6, pAkt inh inactive, DRD3 antagonist -9, EPAC2 agonist 8% and PTHR1 agonist inactive.
Screening Cc1ccc(S(=O)(=O)NCCSc2ccccc2)cc1[N+](=O)[O-] returned DRD3 agonist 3, EPAC2 antag -8%, MmCpn inh 0%, CCT chaperon mod -0.6, pAkt inh inactive, DRD3 antagonist 13, EPAC2 agonist -2% and PTHR1 agonist -32%.
Screening COCCCNC(=S)N1CCC(NC(=O)c2ccco2)CC1 returned DRD3 agonist 3, EPAC2 antag 9%, MmCpn inh 1%, CCT chaperon mod 2.2, pAkt inh inactive, DRD3 antagonist 11, EPAC2 agonist -3% and PTHR1 agonist -31%[inhibitor].
For COc1cc(Cl)c(C)cc1NC(=O)CSCC#N the results were DRD3 agonist 11, EPAC2 antag 24%, MmCpn inh -2%, CCT chaperon mod 2.9, pAkt inh inactive, DRD3 antagonist -3, EPAC2 agonist 12% and PTHR1 agonist inactive.

(further entries)
CC(=O)Nc1ccc(NC(=O)C2CCCN2S(=O)(=O)c2cccc3nsnc23)cc1 (centres undefined) was read as DRD3 agonist -8, EPAC2 antag -2%, MmCpn inh 0%, CCT chaperon mod 0.2, pAkt inh inactive, DRD3 antagonist 31, EPAC2 agonist 4% and PTHR1 agonist -4%.
`O=C(NCc1ccc(C(F)(F)F)cc1)C1CC(c2cccc(F)c2)=NO1` (centres undefined) gave DRD3 agonist -20, EPAC2 antag 6%, MmCpn inh -1%, CCT chaperon mod -2.7, pAkt inh inactive, DRD3 antagonist inconclusive, EPAC2 agonist 4% and PTHR1 agonist -9%.
`COc1ccc(C2C(C#N)=C(N)N(c3ncn[nH]3)C3=C2C(=O)CCC3)cc1` (centres undefined) gave DRD3 agonist 5, EPAC2 antag 3%, MmCpn inh 1%, CCT chaperon mod -2.0, pAkt inh inactive, DRD3 antagonist -1, EPAC2 agonist 6% and PTHR1 agonist inactive.
For CCOC(=O)C1(CCCc2ccccc2)CCN(C(=O)CCOC)CC1 the results were DRD3 agonist 11, EPAC2 antag -16%, MmCpn inh -1%, CCT chaperon mod -4.3, pAkt inh inactive, DRD3 antagonist -6, EPAC2 agonist 0% and PTHR1 agonist -18%.
Screening COc1ccc(N(CC(=O)NCc2ccco2)S(C)(=O)=O)cc1OC returned DRD3 agonist 17, EPAC2 antag 11%, MmCpn inh -2%, CCT chaperon mod -0.5, pAkt inh inactive, DRD3 antagonist 12, EPAC2 agonist -6% and PTHR1 agonist inactive.
For O=C(CSc1ccccn1)Nc1nc2ccc(Br)cc2s1 the results were DRD3 agonist -22, EPAC2 antag -2%, MmCpn inh -10%, CCT chaperon mod -1.8, pAkt inh inactive, DRD3 antagonist -8, EPAC2 agonist 14% and PTHR1 agonist inactive.
`Cc1nc2ccccc2[nH]c1=O` gave DRD3 agonist -10, EPAC2 antag 6%, MmCpn inh 1%, CCT chaperon mod -0.9, pAkt inh inactive, DRD3 antagonist 10, EPAC2 agonist 4% and PTHR1 agonist -20%.
Screening COC1c2ccccc2C(=O)N1CCc1ccc(Cl)cc1 (centres undefined) returned DRD3 agonist 6, EPAC2 antag -30%, MmCpn inh -1%, CCT chaperon mod -2.8, pAkt inh inactive, DRD3 antagonist -18, EPAC2 agonist 7% and PTHR1 agonist -19%.
`COc1cccc(/C=N/NC(=O)CSc2cccc3cccnc23)c1` gave DRD3 agonist 5, EPAC2 antag -19%, MmCpn inh 0%, CCT chaperon mod -0.9, pAkt inh inactive, DRD3 antagonist -3, EPAC2 agonist 8% and PTHR1 agonist -3%.
COc1cccc(-c2ccc(C#N)c(=O)[nH]2)c1 was read as DRD3 agonist 2, EPAC2 antag 15%, MmCpn inh 1%, CCT chaperon mod 2.0, pAkt inh inactive, DRD3 antagonist 3, EPAC2 agonist 8% and PTHR1 agonist -7%.
For COc1ccc(/C=C(\NC(=O)c2ccc(Cl)cc2)C(=O)NCC2CCCO2)cc1OC (centres undefined) the results were DRD3 agonist -2, EPAC2 antag -6%, MmCpn inh 0%, CCT chaperon mod -0.3, pAkt inh inactive, DRD3 antagonist -27, EPAC2 agonist 13% and PTHR1 agonist inactive.
CSc1ccc(C(O)c2ncc(-c3ccccc3Cl)[nH]2)cc1 (centres undefined) was read as DRD3 agonist 2, EPAC2 antag -26%, CCT chaperon mod 0.0, pAkt inh inactive, DRD3 antagonist 2, EPAC2 agonist 27% and PTHR1 agonist -15%.
Cc1ccc(C(=O)Nc2nc3ccccc3n2CCN2CCCC2)cc1 was read as DRD3 agonist -25, EPAC2 antag -3%, MmCpn inh 0%, CCT chaperon mod -7.6, pAkt inh inactive, DRD3 antagonist -61*, EPAC2 agonist 7% and PTHR1 agonist inactive.
CC(C)CN1C=C2C(=O)C(C)(OC(=O)CCc3ccccc3)C(=O)C=C2C=C1c1ccc(C#N)cc1 (centres undefined) was read as DRD3 agonist -46, EPAC2 antag 6%, MmCpn inh -1%, CCT chaperon mod -0.5, pAkt inh inactive, DRD3 antagonist -7, EPAC2 agonist 14% and PTHR1 agonist -4%.
For COc1ccccc1CNC(=O)c1ccc2ccccc2n1 the results were DRD3 agonist -2, EPAC2 antag -23%, MmCpn inh 1%, CCT chaperon mod -1.4, pAkt inh inactive, DRD3 antagonist -3, EPAC2 agonist 11% and PTHR1 agonist -1%.
For CN(C)C(CNC(=O)c1cccs1)c1ccco1 (centres undefined) the results were DRD3 agonist -5, EPAC2 antag 9%, MmCpn inh -6%, CCT chaperon mod 2.4, pAkt inh inactive, DRD3 antagonist -14, EPAC2 agonist 9% and PTHR1 agonist inactive.
For O=C(O)c1ccc2oc(=O)c(S(=O)(=O)c3ccc(F)cc3)cc2c1 the results were DRD3 agonist 1, EPAC2 antag 10%, MmCpn inh -2%, CCT chaperon mod -1.1, pAkt inh inactive, DRD3 antagonist -3, EPAC2 agonist -6% and PTHR1 agonist -15%.
For O=c1oc2ccc(C#CC3(O)CCCCC3)cc2cc1-n1cc(C2(O)CCCCC2)nn1 the results were DRD3 agonist -8, EPAC2 antag 10%, MmCpn inh inconclusive, CCT chaperon mod -2.8, pAkt inh inactive, DRD3 antagonist 13, EPAC2 agonist 3% and PTHR1 agonist -3%.
For Cc1ccc(CN2CC(C(=O)Nc3cccc(C)n3)CC2=O)cc1 (centres undefined) the results were DRD3 agonist 5, EPAC2 antag 2%, MmCpn inh 1%, CCT chaperon mod 0.5, pAkt inh inactive, DRD3 antagonist 0, EPAC2 agonist 8% and PTHR1 agonist -8%.
For Cc1ccc(S(=O)(=O)CCc2nnc(N)s2)cc1C the results were DRD3 agonist 0, EPAC2 antag 5%, MmCpn inh 1%, CCT chaperon mod -2.1, pAkt inh inactive, DRD3 antagonist -16, EPAC2 agonist 0% and PTHR1 agonist -25%[57.5 µM].

Bioassay records from PubChem BioAssay.
